# Mdm2 MdmX PPI = inhibitors of human Mdm2-MdmX association, primary screen, cell-based, luminescence, split luciferase, SaOS-2, uHTS; 330,000 tested, 3% active; inhibition, % at 8 µM; SaOS-2 split-luciferase Mdm2/MdmX complementation; Protein Mdm4 (Homo sapiens) + E3 ubiquitin-protein ligase Mdm2 (Homo sapiens), …;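 active = inhibition of at least 50% at 8 µM in the primary screen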
# Target sequence (O15151 whole entry, looked up): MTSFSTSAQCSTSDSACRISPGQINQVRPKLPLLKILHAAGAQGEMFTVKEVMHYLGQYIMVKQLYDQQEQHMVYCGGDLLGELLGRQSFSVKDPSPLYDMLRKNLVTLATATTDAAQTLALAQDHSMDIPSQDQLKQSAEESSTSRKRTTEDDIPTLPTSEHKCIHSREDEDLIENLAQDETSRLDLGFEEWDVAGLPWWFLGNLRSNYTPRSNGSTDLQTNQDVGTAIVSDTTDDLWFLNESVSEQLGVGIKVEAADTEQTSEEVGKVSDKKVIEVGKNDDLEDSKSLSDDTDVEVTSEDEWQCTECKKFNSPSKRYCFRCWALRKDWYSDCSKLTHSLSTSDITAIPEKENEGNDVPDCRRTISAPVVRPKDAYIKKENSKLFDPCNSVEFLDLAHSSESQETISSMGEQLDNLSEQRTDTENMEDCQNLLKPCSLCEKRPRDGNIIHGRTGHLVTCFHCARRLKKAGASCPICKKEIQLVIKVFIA
# Target sequence (Q00987 whole entry, looked up): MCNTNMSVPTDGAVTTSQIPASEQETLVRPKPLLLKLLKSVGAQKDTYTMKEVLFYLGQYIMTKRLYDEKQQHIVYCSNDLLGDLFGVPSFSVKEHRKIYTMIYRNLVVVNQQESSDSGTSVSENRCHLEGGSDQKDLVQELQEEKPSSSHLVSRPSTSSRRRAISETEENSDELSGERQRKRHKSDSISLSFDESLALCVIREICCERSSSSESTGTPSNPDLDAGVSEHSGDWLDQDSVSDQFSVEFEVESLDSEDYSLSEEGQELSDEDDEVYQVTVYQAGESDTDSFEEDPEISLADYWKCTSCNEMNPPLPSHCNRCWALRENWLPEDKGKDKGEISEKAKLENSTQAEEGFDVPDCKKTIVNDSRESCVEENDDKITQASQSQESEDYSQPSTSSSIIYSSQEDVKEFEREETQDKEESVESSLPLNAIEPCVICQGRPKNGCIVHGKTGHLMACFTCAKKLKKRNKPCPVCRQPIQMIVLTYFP
# Jurkat NFkB inh = inhibitors of induced NF-kB luciferase reporter, primary screen, TCR NF-kB activation inhibitor project, cell-based, luminescence, uHTS; Jurkat, PMA/ionomycin-induced NF-kB luciferase reporter; inhibition, % at 4 µM; 330,000 tested, 0.53% active; in the data active = inhibition above about 50%
# 697 NFkB inh = inhibitors of PMA/ionomycin-induced NF-kB reporter, 697 cells, primary screen, B-cell NF-kB inhibitor project, cell-based, luminescence, uHTS; 697 B-cell NF-kB luciferase reporter, 16 h; inhibition, % at 4 µM; 330,000 tested, 0.33% active; in the data active = inhibition above about 35%
# tim23-1 inh = growth inhibitors of tim23-1 mutant yeast, primary screen, luminescence, uHTS; S. cerevisiae tim23-1 growth, BacTiter-Glo luminescence, 24 h; inhibition, % at 20 µM; 330,000 tested, 1.3% active;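 active = growth inhibition of the mutant yeast at or above 50%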;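 also: temperature-sensitive mutant grown at 25 °C; plate controls were DMSO-treated mutant yeast for no effect and medium wells lacking yeast for full effect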
# TIM10 inh = growth inhibitors of isogenic TIM10 control yeast, primary screen, counter-screen for tim10-1 yeast inhibitor project, luminescence, uHTS. S. cerevisiae TIM10 strain growth, BacTiter-Glo luminescence, 24 h. inhibition, % at 10 µM. 330,000 tested, 1.4% active. AID 463195, 2010;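 active = inhibition of 40% or more at the single tested concentration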;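 also: wild-type TIM10 isogenic control strain grown at permissive 25 °C; 0% = DMSO yeast wells and 100% = minimal medium wells without yeast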
# XBP1 UPR activ = activators of adaptive XBP1 UPR arm, primary screen, cell-based, CHO-XBP1 luciferase reporter, luminescence, uHTS; IRE1-XBP1 UPR activation; percent of tunicamycin response, DMSO as zero; activation, % at 20 µM; 330,000 tested, 0.33% active; AID 463104, 2010;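 active = versus positive control, 20 µM dose yields 30% or more activation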;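 also: 100% = tunicamycin at 10 µg/mL and 0% = DMSO only wells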
#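 Assay system: CHO-XBP1 luciferase reporter cells; Schedule: 6 h treatment, 37 °C; Detection: glow luminescence from Steady-Glo reagent; Benchmarks: high control tunicamycin 10 µg/mL final, low control DMSO vehicle only.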
# UPR CHOP act = activators of apoptotic CHOP UPR arm, primary screen, cell-based, CHO-CHOP luciferase reporter, luminescence, uHTS; 330,000 tested, 0.34% active; UPR activation; percent of tunicamycin response over DMSO baseline; activation, % at 10 µM;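 active = at 10 µM dose, activation of 40% or more, normalized to positive control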;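 also: 100% = tunicamycin at 10 µg/mL and 0% = DMSO alone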
#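 Assay system: CHO-CHOP cells, stable luciferase reporter of PERK-eIF2a-CHOP signalling / Buffer or medium: F12 plus 10% serum / Compound dosing: one dose, 10 µM in 0.5% DMSO / Times: 6 h compound treatment, 37 °C / Technique: luciferase luminescence / Read-out: % reporter activation, DMSO baseline versus tunicamycin full activation / Benchmarks: tunicamycin and DMSO controls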
# tim10-1 inh = growth inhibitors of tim10-1 mutant yeast, primary screen, luminescence, uHTS; S. cerevisiae tim10-1 ts strain growth, BacTiter-Glo, 24 h; 330,000 tested, 2.2% active; inhibition, % at 20 µM;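 active = inhibition of at least 40%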;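 also: mutant grown at 25 °C; 0% = DMSO wells with yeast and 100% = wells holding no yeast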
# * = called active by the depositor.
# Every second line gives: Jurkat NFkB inh	tim10-1 inh	UPR CHOP act	tim23-1 inh	Mdm2 MdmX PPI	TIM10 inh	697 NFkB inh	XBP1 UPR activ
- COc1ccc(-n2nc(C(=O)NCC(=O)NC3CCCCC3)c3ccccc3c2=O)cc1
    0	13	1.9	33	-18	-9	-4	-3
- O=C(c1ccc2c(c1)N(Cc1ccccc1F)C(=O)c1ccccc1S2(=O)=O)N1CCCC1
    -4	13	-1.4	25	19	18	-23	1
- CCOc1ccc(S(=O)(=O)NC2CCCCCC2)cc1
    17	25	-1.7	49	11	4	-7	3
- CC1=C(/C=C/C(C)=C/C=C/C(C)=C/C(=O)Nc2ccc(O)cc2)C(C)(C)CCC1
    63*	6	93*	23	87*	14	-246	54*
- COc1ccc(C(=O)NC(=S)NNC(=O)CCc2ccccc2)cc1
    -3	39	-1.0	16	58*	33	-19	4
- O=C1NCCCC1C(=O)N/N=C/c1ccccc1O (stereo not drawn)
    -2	4	-0.5	9	6	6	-10	-1
- O=C(Nc1nc2c(c(=O)[nH]1)CCCC2)C1CC1
    -15	1	3.9	7	8	-14	-11	-1
- O=C(/C=C/c1ccc([N+](=O)[O-])cc1)OCC(=O)N1CCCC1
    31	4	0.5	16	18	7	-5	-3
- O=C(C1Cc2ccccc2CN1S(=O)(=O)c1ccccc1[N+](=O)[O-])N1CCOCC1 (stereo not drawn)
    -10	-6	-2.0	0	-16	-1	17	-1
- O=C(COC(=O)Cc1n[nH]c(=O)c2ccccc12)Nc1ccc(Cl)cn1
    2	6	0.7	10	11	10	1	-4
- CC(=O)Nc1nc(C)c(-c2csc(Nc3cccc(C(C)=O)c3)n2)s1
    8	24	1.2	12	82*	11	12	2
- COc1ccc(NC(=O)CCCn2c(=S)[nH]c3ccccc3c2=O)cc1
    5	8	0.3	-12	-17	-18	-12	0
- O=C(OCc1cc(Cl)ccc1OC(F)F)c1cncc(Br)c1
    -6	8	-0.6	34	-21	18	7	7
- Cc1nc2ccccc2c(=O)n1/N=C1\C(=O)N(C)c2ccccc21
    -7	26	38	24	42	32	58*	6
- Cc1ccc(C(=O)Nc2ccccc2NC(=O)c2ccc(C)o2)o1
    11	11	-1.5	-49	23	7	13	-4
- Cc1ccc(NC(=S)NC2CCN(Cc3ccccc3)CC2)cc1C
    0	-50	3.4	12	34	-41	3	1
- O=c1cnnc(N/N=C/c2cccs2)[nH]1
    -7	-2	0.7	-13	-2	-10	4	-2
- CCCn1nnnc1NCc1ccccc1OCC
    -12	15	-0.9	18	-21	5	-19	-2
- CCOc1ccc(C(=O)Nc2nccs2)cc1[N+](=O)[O-]
    -15	19	0.1	8	-42	26	-14	0
- O=C(Cn1nc(-c2ccccc2)nc1-c1ccccc1)N1CCOCC1
    -4	2	0.5	13	1	8	-29	-2
- COc1ccc(-n2c(=O)c3ccccc3n(CC(=O)NC3CCCC3)c2=O)cc1
    -5	15	0.2	4	17	8	-10	-2
- Cc1ccc(C(C)NC(=O)c2ccc3c(c2)OCO3)cc1C (stereo not drawn)
    15	5	0.5	2	31	-18	10	-3
- O=C(c1cccs1)N(Cc1ccco1)c1nc(-c2ccc(F)cc2)cs1
    -12	1	0.7	-1	19	-17	-1	-5
- CCN(CC)CCNS(=O)(=O)c1ccc(C(=O)NN)cc1
    -1	9	0.5	5	9	0	-14	-2
- CCC(=O)c1ccc(OC(=O)Cc2ccc(OC)cc2)cc1
    2	-4	1.3	8	8	1	4	-4
- COc1ccc(Br)cc1C(=O)Nc1ccc(C(=O)NCC(C)C)cc1
    8	0	-1.1	9	30	16	16	2
- CCN(CC)C(=O)C(=O)c1cn(CC(=O)NCC2CCCO2)c2ccccc12 (stereo not drawn)
    1	8	0.8	2	-4	-9	14	0
- CCC(C)c1ccc(NC(=O)N2CCOCC2)cc1 (stereo not drawn)
    -46	-1	3.7	9	-24	5	-48	-2
- C/C(=N\NS(=O)(=O)c1ccc(C)cc1)c1cc2ccccc2oc1=O
    -17	9	1.0	23	-3	1	-2	0
- COc1ccc(CNC(=O)[C@H](C)[C@@H]2C[C@@]2(C)[C@@H](NC(=O)OCc2ccccc2)c2ccccc2)cc1OC
    -18	7	0.1	19	11	18	-39	1
- CCc1ncc(CN2CCCC(C(=O)Nc3cccc(-c4cccc(C)c4)c3)C2)cn1 (stereo not drawn)
    12	22	2.6	35	21	24	5	-1
- CC1CN(S(=O)(=O)c2cc(C(=O)NCc3ccncc3)ccc2Cl)CC(C)O1 (stereo not drawn)
    7	0	1.5	16	7	-6	17	-2
- Nc1nc(SCc2ccc(Br)cc2)n[nH]1
    -20	1	2.1	5	-18	-9	-26	0
- CCOc1ccc(N2CC(C(=O)Nc3nnc(SCCOC)s3)CC2=O)cc1 (stereo not drawn)
    7	-13	0.3	9	20	4	7	3
- CC(=O)Nc1ccc(C(=O)CS(=O)(=O)c2ccc(C)cc2)cc1
    6	-1	-0.5	3	0	-7	1	-1
- CC(C)(C)c1ccc(C(=O)C2CCCN(C(=O)c3ccccn3)C2)cc1 (stereo not drawn)
    1	2	1.6	5	12	-6	-24	-5
- COC(=O)c1cc(C(=O)NC(C)C2CC3CCC2C3)cc([N+](=O)[O-])c1 (stereo not drawn)
    -7	36	-1.3	41	1	18	-8	-3
- c1cc(-c2noc(CCC3CCCC3)n2)ccn1
    -3	18	1.7	17	-9	10	-9	0
- CCc1cc(C(=O)N2CCCC(C(=O)c3ccc(Cl)cc3)C2)no1 (stereo not drawn)
    26	26	0.6	38	1	-9	2	-3
- Cc1nc(NC(=O)c2ccc(Cl)cc2)nc2cc3c(cc12)OCO3
    -12	11	0.1	-5	8	3	-30	-1

# Entries of single compounds from above. Order of screens: Jurkat NFkB inh | tim10-1 inh | UPR CHOP act | tim23-1 inh | Mdm2 MdmX PPI | TIM10 inh | 697 NFkB inh | XBP1 UPR activ
# Listed for COc1ccc(NC(=O)CCCn2c(=S)[nH]c3ccccc3c2=O)cc1 : 5 | 8 | 0.3 | -12 | -17 | -18 | -12 | 0
# Listed for O=C(Cn1nc(-c2ccccc2)nc1-c1ccccc1)N1CCOCC1 : -4 | 2 | 0.5 | 13 | 1 | 8 | -29 | -2

# Next section
# Every second line gives: Jurkat NFkB inh	tim10-1 inh	UPR CHOP act	tim23-1 inh	Mdm2 MdmX PPI	TIM10 inh	697 NFkB inh	XBP1 UPR activ
- OCCC1CN(Cc2cccc3nonc23)CCN1Cc1ccsc1 (stereo not drawn)
    0	4	2.0	2	3	-14	14	-2
- CC1(C)CC(NC(=O)c2coc(=O)c(Br)c2)CC(C)(C)N1
    3	-3	34	-8	14	7	-2	24
- CCOc1ccc(S(=O)(=O)Nc2cccc(C(=O)NCC(c3ccco3)N(C)C)c2)cc1 (stereo not drawn)
    5	-11	1.5	-16	-9	-12	-13	-1
- O=C(CO/N=C1\CCCc2nonc21)Nc1ccccc1Cl
    3	9	1.9	9	26	10	6	-2
- CCc1ccc(N2CC(C(=O)NC3=NCCS3)CC2=O)cc1 (stereo not drawn)
    -3	13	0.3	21	-10	-9	8	1
- CCn1c(-c2csc3ccccc23)n[nH]c1=S
    4	31	0.4	23	-5	23	-22	-1
- Cc1c(-c2ccc(Cl)cc2)[n+](=O)c(-c2ccccc2)cn1[O-]
    -32	8	4.2	3	-4	3	-38	3
- CC(C)(C)OC(=O)NCCCCCc1cn([C@@H](CO)C(=O)NCCCCCCCCCCC(=O)N2CCN(C(=O)OC(C)(C)C)CC2)nn1
    29	9	-0.8	17	62*	7	-38	-6
- O=P(O)(CCc1ccccc1)CN1CCCCC1
    4	-1	0.6	7	-10	9	-3	-1
- Cc1ccc([N+](=O)[O-])cc1NC(=O)Nc1onc(C)c1C
    -20	0	-1.0	4	17	0	12	-2
- Cc1cc(Sc2nnc(/N=C/N(C)C)s2)c2ccccc2n1
    14	31	4.2	32	41	-19	-45	-8
- COc1ccc(C(C(=O)NC(C)(C)C)N(C(=O)CCC(=O)Nc2cc(C)on2)c2cccc(F)c2)cc1 (stereo not drawn)
    -8	3	0.7	23	-27	10	10	-1
- CN(CC(=O)NCc1cccs1)S(=O)(=O)c1cccc2nsnc12
    -1	11	-1.9	-3	18	-6	-10	-1
- Fc1ccc(-c2nnc(-c3ccc(Cl)cc3)o2)cc1
    -127	14	5.7	5	-224	24	-162	1
- O=c1ccc(C(F)(F)F)cn1Cc1cc(=O)n2ccsc2n1
    10	9	1.6	10	-24	7	13	-2
- COc1ccc(CCNc2ccc(C(CC(N)=O)NC(=O)c3cc(OC)ccc3OC)cc2[N+](=O)[O-])cc1 (stereo not drawn)
    8	-3	1.2	3	11	3	2	-2
- O=C(Nc1ccc(S(=O)(=O)Nc2ncccn2)cc1)c1cc([N+](=O)[O-])ccc1Cl
    8	-11	-0.2	-1	15	-4	18	-4
- Cc1nc(SC2CC(=O)N(c3cc(Cl)cc(Cl)c3)C2=O)nc2c1CCCC2 (stereo not drawn)
    6	20	-1.1	30	11	17	9	0
- COc1ccc(C2SCC(=O)N2CCc2ccc(OC)c(OC)c2)cc1 (stereo not drawn)
    65*	29	-0.8	-15	31	10	-28	2
- Cn1c(=O)c2c(ncn2CC(=O)N2CCN(c3ccc([N+](=O)[O-])cc3)CC2)n(C)c1=O
    20	6	-0.1	9	12	6	0	0
- Cc1cc(N/C(=N/S(=O)(=O)c2cc(F)ccc2F)c2ccccc2)n(-c2ccccc2)n1
    -2	1	-1.4	-5	27	-1	-5	-5
- NC(=O)C1(NC(=O)[C@@H]2CC3(CC(c4cccc(NC(=O)[C@@H]5CCC(=O)N5)c4)=NO3)CN2C(=O)c2ccccc2)CC1 (stereo partly drawn)
    -9	4	-1.6	3	23	6	11	1
- CCn1c(C)nc2cc(C(=O)N=Nc3c(O)[nH]c4c(C)cc(C)cc34)ccc21
    -26	18	1.2	5	22	-5	-21	2
- COc1cccc(C(=O)NC(=S)Nc2ccc3[nH]c(=O)[nH]c3c2)c1
    0	-15	2.3	-5	10	13	10	5
- O=C(CN1CCCCCC1)Nc1cc([N+](=O)[O-])ccc1Cl
    -8	12	0.5	5	27	-17	9	1
- COc1cc(NC(=O)Cn2nnc(-c3ccccc3N)n2)cc(OC)c1
    -20	-20	-1.2	-8	17	-2	12	-6
- COc1ccc(NC(=O)CCC(=O)Nc2cc(OC)c(NC(=O)c3ccco3)cc2OC)c(OC)c1
    1	-1	1.0	10	23	15	17	-2
- COc1ccccc1NS(=O)(=O)c1cc(NC(=O)CCC(=O)c2cccs2)ccc1Cl
    8	16	2.1	17	11	27	13	-4
- CCCn1nnnc1NCc1ccccc1C
    2	-30	2.1	-5	5	-15	6	-3
- COc1ccc(CCNC(=O)CN2C(=O)c3ccccc3C2=O)cc1
    -5	-2	1.1	6	13	4	-8	4
- C/C(NCCCn1ccnc1)=C(\C#N)C(N)=O
    3	4	0.0	15	0	-2	-2	1
- Cc1nc2ccc(C(=O)Nc3cccc([N+](=O)[O-])c3)cc2s1
    -37	4	-0.5	1	-8	14	-46	-4

# Arranged by value in Mdm2 MdmX PPI (descending): five of the compounds above.
canonical_smiles	Mdm2 MdmX PPI
Cc1cc(N/C(=N/S(=O)(=O)c2cc(F)ccc2F)c2ccccc2)n(-c2ccccc2)n1	27
COc1ccc(NC(=O)CCC(=O)Nc2cc(OC)c(NC(=O)c3ccco3)cc2OC)c(OC)c1	23
CCCn1nnnc1NCc1ccccc1C	5
C/C(NCCCn1ccnc1)=C(\C#N)C(N)=O	0
Cc1nc2ccc(C(=O)Nc3cccc([N+](=O)[O-])c3)cc2s1	-8
